Source: PubChem BioAssay
MEKK2wt PB1 HTS – raises or lowers MEK5 binding to wildtype human MEKK2 PB1 domain; Q9Y2U5; bead flow cytometry, Alexa488-MEK5 binding to MEKK2 WT; actives lie on both sides; binding response (% of control), % at 10 µM; 290,000 tested, 1.1% active; in the data active = binding response below about 67% or above about 130%
MEKK3 PB1 HTS – modulators (inhibitors or enhancers) of MEK5 binding to human MEKK3 PB1 domain; 290,000 tested, 1.4% active; AID 1529; binding response (% of control), % at 10 µM; Q99759; bead-based flow cytometry, Alexa488-MEK5 binding to MEKK3; actives lie on both sides; 0 = blocked by unlabeled MEK5, 100 = vehicle;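 active = binding response more than 3 SD above or below the average of its plate-row segment, actives on both sides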;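 also: Alexa488 bead fluorescence after subtracting the streptavidin-only scavenger bead signal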
Target sequence (Q99759 whole entry, looked up, the tested form may be a part): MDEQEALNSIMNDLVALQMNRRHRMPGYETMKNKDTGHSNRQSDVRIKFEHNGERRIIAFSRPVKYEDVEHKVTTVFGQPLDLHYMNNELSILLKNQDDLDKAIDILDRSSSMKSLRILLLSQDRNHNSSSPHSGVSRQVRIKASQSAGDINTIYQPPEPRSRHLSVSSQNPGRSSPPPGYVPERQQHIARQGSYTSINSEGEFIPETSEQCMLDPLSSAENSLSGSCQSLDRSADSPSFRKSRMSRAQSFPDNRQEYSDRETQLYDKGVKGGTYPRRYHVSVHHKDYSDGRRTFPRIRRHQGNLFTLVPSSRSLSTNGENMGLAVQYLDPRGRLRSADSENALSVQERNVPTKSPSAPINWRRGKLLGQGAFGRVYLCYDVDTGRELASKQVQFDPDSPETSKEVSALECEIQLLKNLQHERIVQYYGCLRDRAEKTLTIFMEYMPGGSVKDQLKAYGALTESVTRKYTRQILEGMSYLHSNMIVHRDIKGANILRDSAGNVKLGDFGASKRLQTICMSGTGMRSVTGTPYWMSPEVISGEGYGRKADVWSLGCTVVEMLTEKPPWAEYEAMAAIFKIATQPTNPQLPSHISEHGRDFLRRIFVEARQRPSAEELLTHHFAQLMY
MEKK2 mut-MEK5 – signal of MEK5 binding to mutant human MEKK2 PB1 domain | bead flow cytometry, Alexa488-MEK5 binding to MEKK2 mutant | percent response, % at 10 µM | 290,000 tested, 0.35% active; in the data active = percent response above about 24%, passing the limit was not always enough; also: inactives centre near 1; some results filed as inactive read as strong as hits
FID counter – displaces DNA intercalator in HCV helicase counter-screen; DNA fluorescent intercalator displacement, fluorescence; inhibition, % at 7.9 µM; 290,000 tested, 0.17% active; in the data active = inhibition above about 37%;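 also: 0% = vehicle and 100% = reference compound; higher means more ethidium bromide displaced from hairpin DNA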
SUMO HTRF inh – blocks human SUMOylation mediated by UBC9; HTRF SUMOylation assay, SAE1/SAE2 + UBC9, in vitro; inhibition, % at 35 µM; 290,000 tested, 0.36% active; AID 2006; in the data active = inhibition above about 50%, passing the limit was not always enough; also: strong numbers were not always called active
Target sequence (P63279 whole entry, looked up): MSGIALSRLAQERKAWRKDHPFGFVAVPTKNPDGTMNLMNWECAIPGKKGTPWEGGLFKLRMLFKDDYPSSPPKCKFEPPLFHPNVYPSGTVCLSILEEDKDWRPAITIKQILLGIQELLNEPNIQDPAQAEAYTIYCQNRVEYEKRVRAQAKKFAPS
CRFBP-R2 agonist – CRF-BP/CRF-R2 complex agonism; activation, % at 13.2 µM; HEK293 CRF-R2/CRF-BP, calcium dye fluorescence (FLIPR); percent of saturating CRF peptide response; 350,000 tested, 0.46% active; AID 588473;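 active = activation of at least 50%, plus an integration ratio under a set limit after plate pattern correction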;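 also: plate controls were neutral control wells without compound for no effect and CRF at EC100 for full effect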
GalR3 antag – antagonists of human GalR3; 360,000 tested, 0.44% active; AID 651719; O60755; HEK293 GalR3-CNG cAMP membrane potential fluorescence; galR3 body fused to GalR1 C-terminus; inhibition, % at 3 µM;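 active = inhibition above the screen-wide average plus 3 SD, cut at about 13% in these data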;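 also: forskolin and galanin both at EC90 stimulate the cells; cAMP rise reported by CNG channel membrane potential dye signal; 0% = forskolin plus galanin with DMSO and 100% = forskolin alone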
CRFR2-BP antag – blocks CRF-induced signaling of the CRF-BP/CRF-R2 complex | HEK293 CRF-R2/CRF-BP, CRF-induced calcium fluorescence | inhibition, % at 11.8 µM | 350,000 tested, 0.59% active;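 active = inhibition of the ligand-induced calcium signal above about 50% at the single tested concentration, limit read from the data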
NS3 helicase inh – inhibitors of Hepatitis C virus NS3 helicase. NS3 helicase DNA unwinding, Cy5 molecular beacon fluorescence. inhibition, % at 10.9 µM. 290,000 tested, 0.56% active. AID 1800;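 active = inhibition above the mean of all tested compounds plus 3 SD, set per campaign, cut at about 35% in these data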;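 also: 0% = DMSO wells and 100% = thioflavine S control wells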
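System: HCV NS3 helicase fragment; control set: DMSO and thioflavine S; technique: Cy5 fluorescence at 0 and 60 min, beacon hairpin quenching; reagent: beacon DNA duplex substrate plus ATP; replicates: singlicate; schedule: 1 h reaction at 25 °C, ATP-initiated; medium: MOPS buffer pH 6.5 with MgCl2, DTT, Tween20, BSA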
Numbers without * were called inactive; . = no result given; [ ] = remark or other dose.

compound	MEKK2wt PB1 HTS	MEKK3 PB1 HTS	MEKK2 mut-MEK5	FID counter	SUMO HTRF inh	CRFBP-R2 agonist	GalR3 antag	CRFR2-BP antag	NS3 helicase inh
Cc1ccc(CNC(=O)C2CCCN2S(=O)(=O)c2ccc(F)cc2)cc1 (centres undefined)	100.0	101.0	0.0	-20.3	-7.3	-0.8	-9.7	5.7	7.4
CCOc1ccc(-n2c(N)c(-c3nc4ccccc4[nH]3)sc2=S)cc1	108.0	106.0	5.0	-0.5	6.9	-1.0	-2.6	16.3	-3.8
CCC(=O)Nc1nonc1-c1nc2ccccc2n1N(C(=O)CC)C(=O)CC	89.0	92.0	-3.0	4.1	35.6	-3.0	-2.9	-11.4	0.2
CCN(CC)CCN(C(=O)c1cccc(N2C(=O)CCC2=O)c1)c1nc2cc3c(cc2s1)OCO3	111.0	105.0	10.0	4.3	-8.2	1.2	-5.2	-15.6	15.1
C/C(=N\Nc1ccc(Cl)c(C(=O)O)c1)c1ccc2c(c1)OCO2	97.0	97.0	-3.0	-1.6	-8.1	1.0	-7.0	-7.1	16.9
Cc1cc(=O)oc2cc(OC(C)C(=O)NCC3CCC(C(=O)O)CC3)ccc12 (centres undefined)	97.0	98.0	0.0	-12.2	-2.8	-0.3	-2.8	1.6	-6.9
CC1CN(S(=O)(=O)c2ccc(NC(=O)c3cc(-c4ccccc4O)n[nH]3)cc2)CC(C)O1 (centres undefined)	96.0	97.0	-3.0	-1.6	-4.8	-0.5	-3.6	-16.6	-15.2
C/C(=C\C(=O)Nc1nccs1)c1ccccc1	103.0	98.0	7.0	-3.0	-3.7	-1.7	-5.7	-16.1	1.9
CCCCOc1ccc(-c2c(C(=O)Nc3ccccc3)c(C)[nH]c(=S)c2C#N)cc1	103.0	101.0	6.0	-28.0	9.7	-0.5	-5.1	-2.1	8.3
CC1CC2=C(NC(=S)NC2c2ccccc2F)/C(=C/c2ccccc2F)C1 (centres undefined)	95.0	100.0	-3.0	-20.4	-9.7	-0.7	-3.6	-14.3	6.2
CN(C(=O)/C=C/c1ccc2c(c1)OCO2)c1ccccc1	98.0	103.0	0.0	-25.5	-10.0	0.1	-1.7	4.5	1.3
Cc1ccc(N2CC(C(=O)NCCS(=O)(=O)N3CCN(c4ccccc4F)CC3)CC2=O)cc1 (centres undefined)	107.0	103.0	5.0	-14.5	9.5	-0.6	8.2	0.3	-2.4
CC(C)(C)OC(=O)N1CCC(CC2CC(c3ccccc3)=NO2)(C(=O)O)CC1 (centres undefined)	101.0	99.0	3.0	.	.	-2.5	-6.5	5.2	.
CC(C)(C)n1nnnc1CN1CCN(C2CCCC2)CC1	100.0	101.0	0.0	1.7	-10.2	0.1	-2.7	-4.5	-2.9
COc1cccc(-c2ccc(C#N)c(SCC(=O)NCc3ccco3)n2)c1	90.0	103.0	-9.0	-2.1	15.2	-7.5	-7.6	-10.9	14.9
CS(=O)(=O)N(CC(=O)N1CCN(Cc2ccccc2)CC1)C1CCCCC1	80.0	81.0	-6.0	-8.6	-4.3	-2.4	0.4	2.1	6.0
O=C(c1cn(-c2ccccc2)nc1-c1ccccc1)N1CCOCC1	117.0	101.0	5.0	-18.5	24.0	-0.3	-0.3	4.7	-9.3
O=C(O)c1ccc(NS(=O)(=O)c2cccc(C(=O)Nc3cccc(C(=O)O)c3)c2)cc1	104.0	102.0	6.0	-4.2	-3.4	1.1	-8.6	-15.0	9.3
O=c1[nH]c2cc3c(cc2cc1CN(CCCO)Cc1nnnn1Cc1ccc(F)cc1)OCO3	98.0	95.0	1.0	-5.6	21.0	-0.1	2.1	13.3	2.1
COc1ccccc1C(=O)NCC(=O)N/N=C/c1cc(Br)ccc1OC(=O)/C=C\c1ccco1	93.0	90.0	-2.0	-5.4	26.2	7.1	-3.6	-16.9	0.5
Cc1cc(C)c(C)c(S(=O)(=O)N(C)C2CCN(C)CC2)c1C	106.0	101.0	3.0	4.0	-2.2	-0.7	-10.5	-4.7	-9.7
Cc1cccc(NC(=O)C2CCN(S(=O)(=O)c3c(C)nn(C)c3C)CC2)n1	108.0	98.0	3.0	-2.1	-6.3	-0.8	-0.3	1.1	-3.9
Cc1ccc2[nH]c3c(c2c1)CN(C(=O)CN1CCN(Cc2ccc4c(c2)OCO4)CC1)CC3	117.0	104.0	10.0	9.4	4.1	1.1	-3.8	-2.5	-25.1
O=C(O)c1cccc(Nc2ccc3nonc3c2[N+](=O)[O-])c1	109.0	110.0	10.0	1.6	-6.5	-0.6	1.6	0.4	5.6
O=C(OCC(=O)N1CCOCC1)c1ccccc1SCC(=O)N1CCCC1	104.0	103.0	2.0	-6.8	10.9	3.3	-3.1	-10.3	1.3
COC(=O)N/N=C/c1cc(N=Nc2ccccc2)ccc1O	97.0	95.0	0.0	-0.7	-8.8	-1.1	0.6	0.3	6.7
COCCn1c(Cc2ccccc2)nnc1SCc1ccc([N+](=O)[O-])cc1	98.0	99.0	-1.0	-9.8	13.3	1.5	-4.8	-24.6	-2.7
O=C(c1ccccc1[N+](=O)[O-])n1cnc2ccccc21	103.0	106.0	1.0	3.4	2.3	1.0	-3.1	-16.3	-17.4
CCn1c(SCC(=O)Nc2nonc2C)nnc1-c1ccoc1C	108.0	105.0	8.0	-1.9	10.5	-0.5	-0.1	-0.9	-2.1
Cc1ccc(-c2nnc(SCC(=O)CC(=O)Nc3ccccc3)n2-c2ccccc2)cc1	90.0	99.0	-3.0	-9.4	23.5	0.3	-5.3	27.6	10.8
CCOc1ccc(NC(=O)Cc2ccc(NC3=NC4CS(=O)(=O)CC4S3)cc2)cc1 (centres undefined)	100.0	103.0	1.0	-3.7	10.7	3.7	.	-25.6	2.5
CC(C)(C)c1csc(NC(=O)CSC2=NCCS2)n1	96.0	99.0	0.0	-16.8	-6.5	0.1	-6.9	6.5	4.6
O=C(Nc1ccc(Br)cc1)c1cccc2c1C(=O)N(C1CCCCC1)C2	92.0	100.0	5.0	0.5	0.5	3.0	-9.7	-12.3	-4.2
Cc1cc(C)c(NC(=S)NC(NC(=O)c2ccccc2)C(Cl)(Cl)Cl)c(C)c1 (centres undefined)	102.0	101.0	1.0	-12.7	-4.5	-0.2	6.7	-24.6	3.5
O=C(Cc1ccccc1)NCc1nc2ccccc2[nH]1	99.0	104.0	6.0	-1.1	.	-1.2	-4.3	-8.4	-7.2
CCOC(=O)C1=C(C)NC(=S)N(C(C)=O)C1c1ccc(OC)c(OC)c1 (centres undefined)	97.0	96.0	2.0	-20.9	-7.9	-1.1	-5.5	4.9	26.9
COc1ccc(N/C(=N\c2nc(C)cc(C)n2)NC(=O)C(C)C)cc1OC	107.0	104.0	3.0	-10.6	9.4	-2.1	-1.0	8.3	-5.0
Cc1csc(-c2cnn(-c3ccccc3)c2NC(=O)c2ccccc2)n1	1.0*[inhibitor]	1.0*[inhibitor]	-21.0	-10.5	-2.3	-0.4	-3.9	9.4	-1.0
Cc1ccc(SC[C@H](Cc2ccccc2)N2CCN(C)CCC2=O)cc1	96.0	96.0	3.0	.	0.8	-1.4	-8.2	28.9	.
COc1ccc(Cn2c(=O)[nH]c3cc(C(=O)N4CCN(Cc5ccccc5)CC4)ccc3c2=O)cc1	120.0	118.0	6.0	-11.5	16.3	0.7	65.0*	-19.9	-6.3
COc1ccc(-c2cc(C(=O)N3CCOCC3)no2)cc1	98.0	100.0	-1.0	-11.7	8.4	-1.6	-7.3	-6.7	14.2
O=C(Oc1c(-c2ccco2)oc2ccccc2c1=O)c1cccnc1	89.0	94.0	-10.0	-0.5	16.0	1.9	-5.0	-7.0	-9.7
N#CC(C#N)=C(Nc1ccc(F)cc1)SCc1cccc(Br)c1	96.0	101.0	2.0	-6.7	-14.0	41.9	92.1*	68.6*	5.4
Cc1onc(-c2ccccc2)c1-c1csc(N/N=C/c2ccccc2)n1	74.0	68.0*[inhibitor]	-17.0	-18.4	19.3	-1.1	-2.5	0.3	-16.3
CN(C)S(=O)(=O)c1cccc(NC(=S)N/N=C/C(=O)c2ccccc2)c1	102.0	99.0	4.0	-4.2	-8.0	0.9	0.6	3.2	5.1
c1ccn2cc(-c3ccc4c(c3)OCO4)cc2c1	89.0	91.0	-5.0	-1.9	39.9	0.5	-5.0	-2.1	12.2
O=C(Cn1cnc2sc3c(c2c1=O)CCCC3)NCC(=O)Nc1ccc(F)cc1F	95.0	96.0	2.0	-28.5	17.4	-0.2	1.7	6.9	-11.3
O=C(Nc1cccc(C(=O)O)c1)/C(=C\c1ccccc1Cl)NC(=O)c1ccco1	102.0	102.0	4.0	-15.4	1.0	2.9	-0.8	-0.8	7.7
O=C(COC(=O)c1ccc(S(=O)(=O)NCc2ccco2)cc1)Nc1ncc(Cl)cc1Cl	95.0	101.0	-2.0	-14.2	-2.3	1.2	-10.8	8.1	-1.4
CCOc1ccc(C(=O)O/N=C(\N)c2ccccn2)cc1	106.0	105.0	0.0	-19.2	-3.3	-0.9	4.0	8.6	3.3

(more compounds)
compound	MEKK2wt PB1 HTS	MEKK3 PB1 HTS	MEKK2 mut-MEK5	FID counter	SUMO HTRF inh	CRFBP-R2 agonist	GalR3 antag	CRFR2-BP antag	NS3 helicase inh
CC1CN(c2cc(=O)n(-c3ccccc3)c(=O)[nH]2)CC(C)O1 (centres undefined)	113.0	110.0	11.0	3.1	4.5	-2.0	.	6.6	-9.8
COC(=O)C(NC(C)=O)(Nc1ccc(Br)cc1)C(=O)OC	102.0	106.0	3.0	3.2	13.4	-1.4	-3.1	-0.8	-5.6
CCn1c(SCC(=O)Nc2nnc(C)s2)nnc1C(C)NC(=O)c1ccccc1F (centres undefined)	98.0	99.0	-3.0	-15.8	16.2	1.6	-6.6	-4.9	8.5
CCC12CN3CC(CC)(CN(C1)C3c1ccc(OC(C)C)cc1)C2=O (centres undefined)	99.0	99.0	-3.0	-9.2	-18.6	0.1	-1.9	-14.4	5.9
COc1cc(NC(=O)CCc2nnc3ccc(N4CCC(C)CC4)nn23)cc(OC)c1	102.0	99.0	-1.0	-49.6	18.0	-2.1	-0.2	2.3	-15.7
COc1cccc(NC(=O)CNC(=O)c2ccccc2)c1	102.0	100.0	3.0	-0.7	5.6	1.0	5.5	-3.6	-7.4
CCOC(=O)C1=NN(c2ccc(F)cc2)C2=NC(C)=C(C(=O)OC)C(c3cccs3)N12 (centres undefined)	85.0	94.0	-15.0	-5.3	.	2.9	-4.7	-17.1	13.5

Structural class: those above containing a thiophene ring, fused or not (2)
compound	MEKK2wt PB1 HTS	MEKK3 PB1 HTS	MEKK2 mut-MEK5	FID counter	SUMO HTRF inh	CRFBP-R2 agonist	GalR3 antag	CRFR2-BP antag	NS3 helicase inh
O=C(Cn1cnc2sc3c(c2c1=O)CCCC3)NCC(=O)Nc1ccc(F)cc1F	95.0	96.0	2.0	-28.5	17.4	-0.2	1.7	6.9	-11.3
CCOC(=O)C1=NN(c2ccc(F)cc2)C2=NC(C)=C(C(=O)OC)C(c3cccs3)N12 (centres undefined)	85.0	94.0	-15.0	-5.3	.	2.9	-4.7	-17.1	13.5

Only part of the results is shown, so the mix of outcomes need not match the whole.
